DT40 TDP1 CPT: growth inhibition of DT40 Tdp1-/-;hTDP1 cells with camptothecin (screen for TDP1 inhibitors) | chicken DT40 Tdp1-/-;hTDP1 cells + 20 nM CPT, ATP luminescence, 48 h | Potency, µM (titrated, usually from 46.2 µM), without a hit: at the top dose activity change, negative = growth inhibition, actives largely listed as inhibitors | actives 12% (n = 420,000); also: nearly all actives have a fitted effect of over 55% in size
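Cell growth measured by CellTiter-Glo luminescence after a minimum 48 h, 37 C compound exposure with 20 nM CPT in Tdp1-knockout DT40 cells stably expressing hTDP1, seeded 400/well; qHTS titration format.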
TDP1 cell noCPT: qHTS for Inhibitors of human tyrosyl-DNA phosphodiesterase 1 (TDP1): qHTS in cells in absence of CPT; DT40 Tdp1-/- hTDP1 cells, no CPT, ATP luminescence, 48 h; Potency, µM (series often up to 46.2 µM), inactives show top-dose activity change, negative = growth inhibition, hits mostly inhibitors; actives 15% (n = 420,000); AID 686978, 2013; also: nearly all actives have a fitted effect of over 55% in size
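Compound effects on proliferation are scored in DT40 Tdp1-/-;hTDP1 cells in the absence of CPT. ATP levels (CellTiter-Glo luminescence) are recorded after a ≥48 hr, 37 °C incubation.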
TDP1 inh: TDP1 (human) enzyme inhibition. Q9NUW8. recombinant TDP1, AlphaScreen DNA substrate cleavage. Potency, µM (series often up to 130 µM), for inactives: at the top dose activity change, negative = inhibition, most hits filed as inhibitors. actives 0.28% (n = 350,000). AID 485290; also: nearly all actives have a fitted effect of over 40% in size
Target sequence (Q9NUW8 whole entry, looked up): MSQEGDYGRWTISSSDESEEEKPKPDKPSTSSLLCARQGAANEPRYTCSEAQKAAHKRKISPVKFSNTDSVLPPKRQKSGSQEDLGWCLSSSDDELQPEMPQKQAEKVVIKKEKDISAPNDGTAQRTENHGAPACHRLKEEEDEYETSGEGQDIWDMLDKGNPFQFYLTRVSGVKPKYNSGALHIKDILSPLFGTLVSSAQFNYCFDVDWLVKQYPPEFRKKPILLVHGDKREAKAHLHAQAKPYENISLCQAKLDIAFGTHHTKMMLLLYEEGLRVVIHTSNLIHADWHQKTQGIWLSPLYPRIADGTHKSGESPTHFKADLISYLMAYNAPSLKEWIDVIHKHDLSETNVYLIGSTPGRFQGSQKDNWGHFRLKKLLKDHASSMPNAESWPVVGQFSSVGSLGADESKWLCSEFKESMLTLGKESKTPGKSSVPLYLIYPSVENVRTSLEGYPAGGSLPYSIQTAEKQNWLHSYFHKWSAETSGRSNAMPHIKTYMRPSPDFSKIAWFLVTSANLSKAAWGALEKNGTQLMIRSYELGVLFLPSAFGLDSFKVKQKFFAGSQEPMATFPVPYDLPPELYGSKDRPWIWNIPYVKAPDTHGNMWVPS
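AlphaScreen read-out: signal falls as enzyme removes the 3' tyrosine-FITC from a 5'-biotinylated DNA oligo (15 nM, 5 min, RT). Enzyme was E. coli-made recombinant Tdp1 at 1 nM, exposed to compound for 15 min beforehand; beads 10 ug/ml, 10 min.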
* = called active by the depositor; ? = inconclusive; nt = not tested or not shown; & = joins results of further samples; [ ] = dose if it differs, or a comment. Calls follow the shape of the dose curve; as a rule, active = well fitted curve in the direction sought with a large enough effect; inconclusive = small, poorly fitted or top-dose-only effect, or another doubt; inactive = no such curve, though single readings can be large; an effect the other way counts as inactive or inconclusive. % is scaled to controls: 0 for no effect and ±100 for the full control effect; potency is read from the fitted curve at half-maximal effect.

SMILES	DT40 TDP1 CPT	TDP1 cell noCPT	TDP1 inh
O=C(Cn1ccc(=O)[nH]c1=O)NCCO	-2%	-13%	0%
c1ccc(-c2nc3c4ccccc4ccn3c2CC2CCCCC2)cc1	-16%	-18%	nt
CC(C)CNc1ncnc2c1ncn2[C@H]1CN(Cc2cccs2)C[C@@H](CO)O1	?	?	nt
Cc1cc(C)c2c(c1)NC(C(=O)O)C1CC=CC21 (centres undefined)	?	-20%&-28%	-9%
C[C@@H](C(=O)NCc1ccccc1)[C@H]1C[C@]1(C)[C@H](NC(=O)OCc1ccccc1)c1ccccc1	?	?	1%&3%
Cc1ccc(-c2nnc(-c3ccccc3Br)o2)cc1	16%	-17%	nt
Cn1c(SCC(=O)NCC2CCCO2)ncc(C(=O)Nc2ccccc2)c1=O (centres undefined)	26µM*	23µM*	nt
CCCCN(C(=O)c1ccc([N+](=O)[O-])s1)c1c(N)n(CCCC)c(=O)[nH]c1=O	?	?	0%
CN(C)c1cccc(C(=O)N/N=C/c2ccoc2)c1	2%	?	nt
O=C(Cn1c(-c2ccccc2)noc1=O)Nc1ccc(N2CCCCCC2)cc1	16µM*	18µM*	11%
COc1ccccc1Nc1ncnc2c1c(C)c(C)n2CCO	-3%	-26%	nt
COc1ccc(-c2ccc(C(=O)NCC3Cc4cccc(-c5nc(C)cnc5C)c4O3)o2)cc1 (centres undefined)	-2%[9.04 µM]	?	nt
O=C(Cn1[nH]c(=O)c2ccccc2c1=O)OCC(=O)N1CCc2ccccc2C1	-26%	-5%	3%
CCn1c(SCC(=O)NNC(=O)c2ccc(OC)cc2)nnc1-c1cccnc1	14%	?	2%
O=C(O)c1ccc2nc(-c3cc4cc(Cl)ccc4oc3=O)[nH]c2c1	?	0%	nt
COc1ccc(-n2c(-c3ccc(Cl)cc3Cl)n[nH]c2=S)c(OC)c1	?	?	nt
COc1cccc(NC(=O)CSc2nnc(NC(=O)c3ccco3)s2)c1	-1%	-20%	2%
O=C(NCc1ccccc1)C1CCN(S(=O)(=O)c2ccc3c(c2)CCCN3C(=O)C2CCC2)CC1	16µM*	?	3%
CC(=O)CSc1nc(-c2ccccc2)[nH]c1S(=O)(=O)c1ccc(C)cc1	?	3.3µM*	3%
Cc1ccc(CNCCCn2cnc3c(OCc4ccccc4)ncnc32)o1	?	?	nt

Random excerpt: 5 compounds from above, in no set order.
SMILES	DT40 TDP1 CPT	TDP1 cell noCPT	TDP1 inh
Cc1ccc(-c2nnc(-c3ccccc3Br)o2)cc1	16%	-17%	nt
COc1ccc(-c2ccc(C(=O)NCC3Cc4cccc(-c5nc(C)cnc5C)c4O3)o2)cc1 (centres undefined)	-2%[9.04 µM]	?	nt
CCn1c(SCC(=O)NNC(=O)c2ccc(OC)cc2)nnc1-c1cccnc1	14%	?	2%
c1ccc(-c2nc3c4ccccc4ccn3c2CC2CCCCC2)cc1	-16%	-18%	nt
O=C(O)c1ccc2nc(-c3cc4cc(Cl)ccc4oc3=O)[nH]c2c1	?	0%	nt

The list continues:
SMILES	DT40 TDP1 CPT	TDP1 cell noCPT	TDP1 inh
O=C(COC(=O)C1CC1)NCCNC(=O)COC(=O)C1CC1	?	-14%	6%[0.505 µM]
CCN(CCn1cccn1)Cc1nc(Cc2cccc(F)c2)no1	16%	-16%	5%
CCN(CC)S(=O)(=O)c1ccc(NC(=O)c2ccc(N3CCCC3=O)cc2)cc1	?	?	2%
CSc1ncccc1C(=O)OCc1ccccc1	-3%	4%	-7%
Cc1cccc(NC(=O)CN2CCSc3ccccc32)c1	2%	7%	5%
CC(C)n1cc(/C=C2\NC(=O)N(c3cccc(Cl)c3)C2=O)c2ccccc21	?	?	3%
CCN(c1ccccc1)S(=O)(=O)c1ccc(C(=O)Nc2nnc(CSC)o2)cc1	?	9.2µM*	11%
CCN(CC)S(=O)(=O)c1ccc(C(=O)NC2=C(C(=O)OC)SCC2)cc1	?	?	8%
O=C(C[n+]1cccc2cccc(O)c21)c1ccc(Cl)cc1	?	?	nt
CC[C@]12c3[nH]c4cc(-c5ccco5)ccc4c3CCN1C(=O)[C@@H](CC(=O)NCc1ccco1)C[C@@H]2C(=O)N1CCN(C(=O)C2CC2)CC1	16µM*	16µM*	4%[56.1 µM]
O=c1c2ccccc2nc(SCc2cc(F)cc3c2OCOC3)n1Cc1ccco1	?	?	5%
COc1ccccc1CCc1nnc(CCC(=O)NC(C)Cn2nc(C)cc2C)o1 (centres undefined)	5%	-6%	0%
COc1ccc(S(=O)(=O)n2nc(OC(=O)c3ccc(C)cc3)cc2N)cc1	-17%	3%	1%
NC(=O)c1sc2nc3c(c(-c4ccc(Cl)cc4)c2c1N)CCCC3	?	?	5%
Clc1ccc(-c2nc3ccc(Br)cn3c2Cc2cccc(Cl)c2)cc1	?	?	nt
O=C(NC1CCN(C(=O)N2c3ccccc3Sc3ccccc32)CC1)c1ccccc1Cl	?	23µM*	4%
Cc1ccc(S(=O)(=O)N2C[C@H]3C(=O)C[C@@H](c4cccc(C)c4)N(S(=O)(=O)c4ccc(C)cc4)[C@H]3C[C@H]2c2ccccc2)cc1	-21%	-21%	nt
COc1cccc2c1cc1c(=O)n(CC(=O)N3CCN(c4cc(Cl)ccc4C)CC3)nc(C)n12	-15%	-22%	8%
CCOC(=O)c1sc(NC(=O)c2cc3nc(-c4ccc(Br)cc4)cc(C(F)(F)F)n3n2)c(C(=O)OCC)c1C	?	23µM*	0%
Cc1c(Nc2nc3ccccc3n3cnnc23)cccc1[N+](=O)[O-]	-9%	-6%	nt
CCN(CC)S(=O)(=O)c1ccc(NC(=O)c2cccnc2Cl)c(NC(=O)c2cccnc2Cl)c1	-29%	-23%	0%
COc1ccc(-n2nnnc2SCC(N)=O)cc1	-9%	-3%	-2%
CC(C)C[C@H](NC(=O)c1[nH]cnc1C(=O)N[C@@H](Cc1ccccc1)C(=O)OC(C)(C)C)C(=O)OCc1ccccc1	?	23µM*	nt
Cc1c(C)[n+](=O)c2c(n1[O-])CCC2	5%	2%	2%
Cc1ccc(NC(=O)CCC(=O)NNS(=O)(=O)c2ccccc2)cc1C	?	?	0%
N#CC1=C(N)N(c2ccccc2Sc2ccccc2)C(=O)C1	-7%	-1%	14%
CC(C)c1nc2cc(C(=O)N(C)Cc3ccc(F)cc3)ccc2o1	?	-22%	2%
COc1cc(C(=O)NNC(=O)CN2C(=O)NC3(CCCC3)C2=O)cc(OC)c1OC	16%	5%	0%
O=C(Nc1nnc(-c2ccc(Cl)cc2)o1)c1nc2ccccc2s1	?	21µM*	11%
COC(=O)C1=C(C)NC(C)=C(C(=O)OC)C1c1ccc(N(C)C)cc1	-28%	-8%	-6%
COc1ccc(CNC(=O)C2(CC3CC(c4ccccc4)=NO3)CCN(C(=O)C3(C)CC3)CC2)cc1 (centres undefined)	?	-22%	nt
C=CCn1c(SCC(=O)Nc2ccc(O)cc2)nc2sc(CC)cc2c1=O	?	?	1%
CCCCCC(=O)C(=O)c1ccc(O)cc1O	-5%	-22%	2%
CCCCSc1nc(C)cc(SCC(=O)N/N=C/c2cccc(OC)c2O)n1	1.5µM*	1.3µM*	9%
CCc1nc(Nc2cc(OC)ccc2OC)c2oc3ccccc3c2n1	?	?	nt
CCN(CC)C(=O)c1sc2nc(-c3ccccc3)ccc2c1N	-23%	?	-6%
Cc1cc(C(=O)O)ccc1-c1ccc(/C=N/n2cnnc2)o1	5%	18%	nt
Cc1ccc(NCCNc2ccc(C)cc2)cc1	-6%	-10%	10%
CC(C)c1ccc(NC(=O)C(=O)C2C(=O)Nc3ccccc32)cc1 (centres undefined)	21µM*	15µM*	9%
Cc1cnc(CNc2ncnc3ccc(-c4ccccc4CN(C)C)cc23)cn1	-17%	?	10%[56.1 µM]

A few values from above:
`CCN(CC)C(=O)c1sc2nc(-c3ccccc3)ccc2c1N` in DT40 TDP1 CPT is entered as -23%
`CC(C)C[C@H](NC(=O)c1[nH]cnc1C(=O)N[C@@H](Cc1ccccc1)C(=O)OC(C)(C)C)C(=O)OCc1ccccc1` in TDP1 cell noCPT is entered as 23µM*
`CCCCCC(=O)C(=O)c1ccc(O)cc1O` in TDP1 cell noCPT is entered as -22%
`O=C(Nc1nnc(-c2ccc(Cl)cc2)o1)c1nc2ccccc2s1` in TDP1 inh is entered as 11%

Reformatted comma-delimited: entries from further up.
Structure,DT40 TDP1 CPT,TDP1 cell noCPT,TDP1 inh
CCCCCC(=O)C(=O)c1ccc(O)cc1O,-5%,-22%,2%
CC(C)C[C@H](NC(=O)c1[nH]cnc1C(=O)N[C@@H](Cc1ccccc1)C(=O)OC(C)(C)C)C(=O)OCc1ccccc1,?,23µM*,nt

(continued)
SMILES	DT40 TDP1 CPT	TDP1 cell noCPT	TDP1 inh
Cc1csc(NC(=O)CN2C(=O)c3ccccc3C2=O)c1C(N)=O	24%	-1%	nt
Cc1cccc(N2CCN(c3ccc4cc(S(=O)(=O)N5CCCCC5)ccc4n3)CC2)c1C	12µM*	12µM*	-2%
O=C(CCCOc1ccccc1)Nc1ccc(Cl)c(S(=O)(=O)N2CCOCC2)c1	18µM*	16µM*	-1%
CCOC(=O)N1CCC(NC(=O)Cn2nc(Cc3ccncc3)c3ccccc3c2=O)CC1	-2%	-20%	4%
N/C(=N\OC(=O)c1ccc2c(c1)OCO2)c1ccc(Br)cc1	-17%	-7%	-8%
CCOC(=O)[C@H]1[C@H]2COc3ccc(Cl)cc3[C@@H]2N2C(=O)CN(CC3CCCO3)C(=O)[C@@]12C (some centres undefined)	-9%	-12%	-4%
Cn1c(C(=O)N2CCOCC2)cnc1Sc1ncc(C(F)(F)F)cc1Cl	-4%	-1%	4%
CCCn1c(CCC(=O)O)ccc1-c1ccc(OC)cc1	-13%	-4%	7%
O=C(c1csnn1)N1CCC2(CC1)CN(c1cccc(-c3ccccc3)c1)C2	23µM*	21µM*	nt
COc1ccc(S(=O)(=O)N(CC(=O)N2CCN(c3ccccc3OC)CC2)c2ccccc2)cc1	21µM*	12µM*	1%
N#CCCn1c2ccccc2c2nc3ccccc3nc21	?	9.2µM*	-2%
O=C1NC[C@@H](Cc2cccc3ccccc23)N(CCc2cccc(F)c2)C1=O	?	?	nt
C[C@@H]1CN([C@H](C)CO)C(=O)CCCn2nncc2CO[C@@H]1CN(C)C(=O)C1CC1	-17%	-4%	nt
O=c1oc2ccc(Br)cc2cc1-c1csc(-c2ccccc2)n1	-10%	-12%	-4%
COc1ccc(S(=O)(=O)N2CCC[C@H]2C(=O)N2CCC[C@H]2C(=O)NCc2ccc(F)cc2F)cc1C	?	18µM*	nt
CCCCCOC(=O)C1=C(C)NC(=O)NC1c1ccc(OC)cc1 (centres undefined)	0%	-17%	4%
Cc1ccc(CN(C(=O)COc2c(C)cccc2C)C2CCS(=O)(=O)C2)o1 (centres undefined)	?	?	5%
CCOC(=O)c1sc2nc(CSc3nc4ccccc4n3CC)[nH]c(=O)c2c1C	-25%	-12%	6%
Oc1ccc(N2CCN(Cc3c(-c4ccccc4)nc4ccccn34)CC2)cc1	?	15µM*	19%
O=C(O)C1=C[C@@H](c2ccc3c(c2)OCO3)C[C@@H](OCc2ccc(CO)cc2)O1	-11%	8%	0%
O=C(Nc1ccc(Oc2ccccc2)cc1)c1ccco1	?	?	0%
CC(=O)c1c(C)[nH]c(C(=O)COC(=O)c2ccc(C)s2)c1C	12%	?	0%
O=C(Nc1ccc(OCC(F)(F)C(F)F)cc1)c1ccncc1	?	?	5%
COc1ccc(CSc2nc(C)cc(=O)[nH]2)cc1Br	?	-22%	3%
CC(C)(C)c1ccc(C(=O)NCC(=O)OCC(=O)c2ccc3c(c2)-c2ccccc2C3)cc1	8%	-28%	5%
O=c1[nH]cnc2nc3n(c12)CCCCC3	-2%	10%	0%
NC(=O)/C(=C\c1ccco1)NC(=O)c1ccc(Br)o1	-1%	-35%	nt
N#CC1=C(Nc2ccccc2)SC=C(c2ccc(Cl)c(Cl)c2)N=C1N1CCOCC1	13µM*	?	7%
CCc1ccc(NCc2nc3ccccc3c(=O)[nH]2)cc1	-10%	-12%	3%
O=C(NC1CCCCC1)C(c1ccc(F)cc1)N(Cc1ccco1)C(=O)c1csnn1 (centres undefined)	-15%	?	1%[0.0935 µM]
CC(C(=O)NC1C(=O)N2C(C(=O)O)=C(CSc3nnnn3C)CSC12)n1cc(Cl)cn1 (centres undefined)	1%	-12%	?
COc1ccc(NC(=O)C2CCCN2S(=O)(=O)c2ccc3c(c2)CC(C)N3C(C)=O)cc1OC (centres undefined)	?	0%	4%
COc1ccc2nc(NNC(=O)c3cc(=O)c4ccccc4o3)sc2c1	?	?	nt
CCC(C)NC(=O)Nc1ccc(Br)cc1 (centres undefined)	?	?	0%
O=C(CN1CCCCCC1)Nc1ccccc1OC(F)F	3%	-2%	1%
CC(=O)Nc1ccc(NC(=O)COc2ccc(Cl)cc2Cl)cc1	?	-22%	nt

Screening results deposited in PubChem BioAssay by National Center for Advancing Translational Sciences (NCATS).
